TRPN1 ag: zebrafish TRPN1 channel agonists, primary screen, cell-based, HEK293, calcium fluorescence; transient receptor potential cation channel N1 (TRPN1/NompC), Danio rerio; AID 1424, 2008; activation, % at 3 µM; 220,000 tested, 0.18% active; HEK293 zebrafish TRPN1-YFP, Fluo-8 calcium fluorescence; 100% = response to 87 µM carbachol;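 active = activation above its plate's cutoff, the mean activation of test wells on that plate plus 3 SD, cut at about 19% in these data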;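 also: 0% = DMSO alone and 100% = 87 µM carbachol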
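Material: zebrafish TRPN1-YFP in HEK293 cells; Doses: single test compound dose, 3 µM nominal, 0.3% DMSO; Timing: dye loading 1 h at 37 °C, then 30 min room temperature; Technique: intracellular calcium fluorescence with Fluo-8; Benchmarks: high carbachol 87 µM, low DMSO alone.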
CHOP inhibitor: inhibitors of CHOP promoter induction, primary screen, cell-based, unfolded protein response, luciferase reporter; AID 2732, 2010; inhibition, % at 10 µM; CHO-K1 CHOP-promoter luciferase, tunicamycin-induced, 15-18 h; 220,000 tested, 3.8% active;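 active = compounds that reduced the stress-induced luciferase reporter signal by more than about 70% of percent inhibition, limit read from the data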;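 also: 0% = tunicamycin plus vehicle and 100% = wells without tunicamycin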
PPC-1+TRAIL kill: compounds killing PPC-1 cancer cells with TRAIL present, primary screen, TRAIL potentiator project, ATPLite luminescence, uHTS; PPC-1 cells + TRAIL, ATPLite viability luminescence; cell killing (% activity), % at 4 µM; 220,000 tested, 0.41% active; AID 1443, 2008;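 active = cell killing above 50% in the first pass at 4 µM, then a duplicate retest at 5 µM averaging 50% or more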;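 also: plate controls were cells with TRAIL plus DMSO for no effect and medium-only wells lacking cells for full effect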
NPY1 pot ag: NPY-Y1 receptor potentiators or agonists, primary screen, cell-based | Neuropeptide Y receptor type 1 (Homo sapiens), P25929 | NPY-Y1 expressing cells, potentiator/agonist activation | activation, % at 3.6 µM | 220,000 tested, 0.37% active | AID 1304, 2008; in the data active = activation above about 33%, passing the limit was not always enough;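 also: cells stimulated with NPY at EC10 then isoproterenol at EC100; 0% = low agonist plus stimulus and 100% = saturating agonist plus stimulus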
Target sequence (P25929 whole entry, looked up): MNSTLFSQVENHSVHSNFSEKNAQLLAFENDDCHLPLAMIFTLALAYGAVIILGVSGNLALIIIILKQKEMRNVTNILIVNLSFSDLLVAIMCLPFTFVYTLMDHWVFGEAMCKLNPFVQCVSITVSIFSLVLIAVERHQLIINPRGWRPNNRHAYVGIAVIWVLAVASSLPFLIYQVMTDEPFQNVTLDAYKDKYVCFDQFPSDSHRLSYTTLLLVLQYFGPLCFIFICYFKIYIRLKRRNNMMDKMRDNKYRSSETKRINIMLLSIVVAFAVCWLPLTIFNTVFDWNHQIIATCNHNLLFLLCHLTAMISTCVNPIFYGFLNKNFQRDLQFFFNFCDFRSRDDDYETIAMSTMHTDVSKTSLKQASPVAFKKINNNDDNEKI
EP2 mod: EP2 receptor modulators, cAMP readout, primary screen, cell-based, HTRF cAMP, PGE2 stimulation | AID 940, 2007 | 260,000 tested, 0.83% active | Prostaglandin E2 receptor EP2 subtype (Homo sapiens), P43116 | induction, % at 25 µM | EP2-expressing cells, cAMP HTRF FRET, PGE2 co-stimulation;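 active = compounds whose cAMP rise, as percent of the full-agonist control response, exceeds 60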;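 also: rat C6 glioma line stably carrying human EP2 under a CMV promoter; the protocol text gives 20 µM as final concentration; 100% = response of wells given 1 µM PGE2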
Target sequence (P43116 whole entry, looked up): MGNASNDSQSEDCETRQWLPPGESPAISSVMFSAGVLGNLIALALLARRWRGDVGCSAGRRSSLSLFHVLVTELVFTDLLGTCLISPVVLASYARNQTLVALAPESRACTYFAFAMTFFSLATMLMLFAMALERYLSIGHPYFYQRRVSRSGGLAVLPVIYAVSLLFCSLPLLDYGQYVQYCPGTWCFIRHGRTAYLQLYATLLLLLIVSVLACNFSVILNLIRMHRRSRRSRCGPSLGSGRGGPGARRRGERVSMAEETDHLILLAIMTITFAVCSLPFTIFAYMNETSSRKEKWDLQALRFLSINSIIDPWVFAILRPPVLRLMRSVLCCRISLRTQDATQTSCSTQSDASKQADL
EP2 antag: human EP2 receptor antagonists, primary screen, TR-FRET cAMP, C6 glioma cells. inhibition, % at 25 µM. Prostaglandin E2 receptor EP2 subtype (Homo sapiens), P43116. 260,000 tested, 0.52% active. C6 glioma cells expressing human EP2; cells stimulated with saturating PGE2;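 active = percent inhibition above 40 after rounding to a whole number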;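 also: rat C6 glioma host cells with rolipram phosphodiesterase inhibitor present; the protocol text gives 20 µM as final concentration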
14-3-3 Bad inh: inhibitors of 14-3-3 zeta/Bad binding, primary screen, biochemical, TR-FRET, bovine 14-3-3 zeta. 14-3-3 protein zeta/delta (Bos taurus), P63103. inhibition, % at 21.7 µM. 220,000 tested, 0.71% active. AID 781, 2007. TR-FRET 14-3-3zeta/Dy647-pBad peptide displacement, 1 h;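 active = inhibition above about 70%, limit read from the data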;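 also: 0% = full 14-3-3 plus peptide FRET controls and 100% = background without 14-3-3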
Target sequence (P63103 whole entry, looked up): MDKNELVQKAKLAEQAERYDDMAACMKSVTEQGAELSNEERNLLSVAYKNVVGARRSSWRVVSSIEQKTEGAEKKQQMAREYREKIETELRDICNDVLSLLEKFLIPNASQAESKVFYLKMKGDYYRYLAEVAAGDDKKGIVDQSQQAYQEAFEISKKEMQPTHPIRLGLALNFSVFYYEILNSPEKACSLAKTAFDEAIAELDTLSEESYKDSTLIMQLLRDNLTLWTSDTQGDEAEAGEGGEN
TRPML3 agonist: human TRPML3 channel agonists, primary screen, cell-based, HEK293 TRPML3-YFP, Fluo-8 calcium fluorescence, 3 µM. Mucolipin-3 (Homo sapiens), Q8TDD5. 100% = the carbachol control signal. activation, % at 3 µM. 220,000 tested, 0.29% active. AID 1448, 2008;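 active = activation above its plate's cutoff, the mean activation of the plate's test wells plus 3 SD, cut at about 12% in these data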;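 also: 0% = DMSO only wells and 100% = carbachol wells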
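Test system – HEK293 line with stable expression of human TRPML3-YFP channel · Control set – carbachol 87 µM final as high control (100%), DMSO as low control (0%) · Signal – Fluo-8 calcium dye fluorescence, ex 470-495, em 515-575 nm · Incubation – 1-h 37 °C dye load, 5-s basal, 120-s post-compound reads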
NPY-Y1 antag: NPY-Y1 receptor antagonists, primary screen, cell-based. Neuropeptide Y receptor type 1 (Homo sapiens), P25929. HEK293-CNG Y1 cells, membrane potential fluorescence; NPY at EC95, then isoproterenol. inhibition, % at 3.6 µM. 200,000 tested, 1% active;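 active = inhibition above the campaign mean inhibition of all tested compounds plus 3 SD, cut at about 20% in these data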;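 also: 0% = DMSO wells given NPY plus isoproterenol and 100% = isoproterenol alone without NPY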
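Material: Y1- and CNG-channel-expressing HEK293 cells / Probe or stimulus: NPY 25 nM then isoproterenol 1 µM plus Ro 20-1724 25 µM / Doses: 3.6 µM single dose, DMSO 0.4% / Schedule: compound incubation 1 h at room temperature, readout 45 min post-stimulation / Signal: membrane potential fluorescence / Benchmarks: isoproterenol-only wells as full block versus NPY-plus-isoproterenol wells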
* hit, by the source's call; . = not tested or not shown; & = joins results of further samples; [ ] = dose if it differs, or a comment. Some of the compounds tested. The share of hits here may be higher or lower than overall.

SMILES	TRPN1 ag	CHOP inhibitor	PPC-1+TRAIL kill	NPY1 pot ag	EP2 mod	EP2 antag	14-3-3 Bad inh	TRPML3 agonist	NPY-Y1 antag
COC(=O)c1ccc(C23CC4(C2)[C@H](CN(Cc2cccnc2)[C@@H]4c2ccccc2)C3c2ccccc2)cc1 (some centres not stated)	.	16	4	.	-18	20	2	.	.
COc1cc(NC(=O)CSc2nc(C)c(C)c(C)n2)cc(OC)c1	1.9	7	1	5	-7	3	-13	0.2	-5
CCCCCCC(=O)Nc1ccc(C(=O)N/N=C/c2cccnc2)cc1	0.6	54	-11	-28	-3	9	4	-0.8	1
NS(=O)(=O)c1ccc(CCNC(=O)C2CCCN2C(=O)OCc2ccccc2)cc1 (configuration not stated)	0.5	8	19	-18	11	14	-4	1.1	-7
CCn1c(N2CCN(CC(=O)c3ccc(OC)cc3)CC2)nc2ccccc21	0.1	15	20	4	-7	8	-5	-0.2	-4
CC(C)[C@H](NC(=O)[C@@H]1Cc2ccccc2CN1C(=O)OC(C)(C)C)C(=O)NCC1CCC(C(=O)O)CC1 (some centres not stated)	-0.3	12	8	31	37	8	2	0.2	.
Cc1ccccc1SCC(=O)Nc1cccc(C#N)c1	-0.8	50	-23	-8	-24	15	-7	0.0	4
Cc1cccc(C)c1NC(=O)N1C2CCCC1CC(NC(=O)C(C)(C)C)C2 (configuration not stated)	-0.4	-1	-4	8	1	7	-10	0.0	0
Cn1ncc(N2CCN(S(=O)(=O)c3ccc(Br)cc3)CC2)c(Cl)c1=O	-0.4	19	5	10	-26	8	0	0.7	-3
Cc1ccc(S(=O)(=O)Oc2cccc(/C=N/Nc3ccc(C(=O)O)cc3)c2)cc1	-1.2	0	-2	0	-27	16	-10	-0.6	.
Cc1ccc(N(C(=O)c2cc3ccccc3oc2=O)C2C=CS(=O)(=O)C2)cc1 (configuration not stated)	0.7	-7	-4	1	7	13	6[fluorescence artefact?]	0.6	0
S=c1nc(-c2ccccc2)n(Cc2ccco2)c2c1CCCC2	-0.6	18	-11	-13	38	12	-7[fluorescence artefact?]	0.6	29*
Cn1c(SCC(=O)N/N=C/c2ccc(O)c(O)c2)nc2ccccc21	-0.4	-4	-12	-12	7	10	-3	0.2	.
Fc1ccc(C2=Nn3c(Cc4ccccc4F)nnc3SC2)cc1	0.2	26	17	-13	14	16	3	-0.7	2
Nc1ccc(CN2CCOCC2)cc1	1.4	5	9	24	16	6	-6	0.8	-1

Individual results from above.
Under TRPML3 agonist, Cc1ccc(S(=O)(=O)Oc2cccc(/C=N/Nc3ccc(C(=O)O)cc3)c2)cc1 has -0.6
Under CHOP inhibitor, Fc1ccc(C2=Nn3c(Cc4ccccc4F)nnc3SC2)cc1 has 26

The list goes on:
SMILES	TRPN1 ag	CHOP inhibitor	PPC-1+TRAIL kill	NPY1 pot ag	EP2 mod	EP2 antag	14-3-3 Bad inh	TRPML3 agonist	NPY-Y1 antag
N#C/C(=N\Nc1ccc(S(=O)(=O)N2CCCCC2)cc1)C(N)=S	4.9	16	19	20	-4	7	-6	3.5	0
NNC(=S)NC1CCCCCCCCCCC1	0.5	-3	11	11	-9	10	-14	-0.2	.
Cc1cc(=O)[nH]c(SCC(=O)Nc2cccc3ccccc23)c1C#N	1.4	8	23	-2	0	4	2[fluorescence artefact?]	0.4	3
COc1cc(Cl)ccc1NC(=O)COc1ccccc1C(=O)N1CCN(c2ccc(O)cc2)CC1	3.3	14	-5	0	-1	.	-4[fluorescence artefact?]	0.4	-2
O=S(=O)(Cc1ccccc1)N1CCC(c2nc(-c3cccs3)no2)CC1	0.8	-22	13	-22	-54	4	3	-0.6	3
COCCn1c(SCC(=O)N2CCCc3ccccc32)nc2c(c1=O)SC(C)C2 (configuration not stated)	-0.6	10	10	4	-5	8	2	-0.9	-1
CN(C)c1nc(-c2ccccc2)c2cnn(Cc3ccccc3)c2n1	2.5	60	14	-25	73*	13	.	0.2	15
CNC(=S)N(Cc1ccco1)Cc1cc2cc(OC)ccc2[nH]c1=O	1.7	7	.	10	-12	8	-7	0.5	2
CCCOC(=O)c1c(N)sc2c1CCC2	0.3	16	-6	-7	16	10	-25	0.1	3
COc1cccc(-c2nnc(SCC(=O)N3CC(C)CC(C)C3)o2)c1 (configuration not stated)	0.2	22	-28	-21	-8	4	1	-0.3	9
Cc1ccccc1-c1nnc(SCc2ccccc2F)o1	-0.9	59	14	-11	58	5	5	-0.9	4
O=C(Nc1nn[nH]n1)c1cc(-c2ccc(Cl)c(Cl)c2Cl)nc2ccccc12	3.2	4	3	-23	20	8	-7	1.1	0
Cc1cc(C(=O)OCC(=O)NC(C)(C)C)c2ccccc2n1	0.1	6	-7	15	-17	8	12	0.9	4
C/C(=N/NC(=O)Cn1nc2ccccc2n1)c1ccc(F)cc1	-2.5	17	9	9	-11	9	-26	0.5	1
Cc1ccc(S(=O)(=O)N2CCC(c3nc4c(nnn4Cc4ccccc4)c(=O)[nH]3)CC2)cc1	-0.8	66	4	9	-16	1	3	0.2	-3
COc1ccc(C2CCCN2C(=S)Nc2cccc(C)c2)cc1OC (configuration not stated)	0.1	34	-11	7	-29	8	-2	-0.5	4
COc1ccc(-c2nn(-c3ccccc3)cc2CNC(=O)c2cccc([N+](=O)[O-])c2)cc1	-0.4	35	6	-18	6	7	-3[fluorescence artefact?]	-0.6	3
CS(=O)(=O)N(CC(=O)NCCSCc1ccco1)c1ccc2c(c1)OCO2	-1.5	11	13	-3	-10	9	-7	-0.4	1
CC1CCCC(C)N1C(=O)CSCc1ccc(Cl)cc1 (configuration not stated)	-1.4	28	29	-2	16	5	6	-0.1	5
N=c1c2c(-c3ccccc3)c(-c3ccccc3)oc2ncn1CCCN1CCOCC1	-1.0	-8	6	-93	-38	3	10	-1.2	21*
CC(C)(C)c1cc(NC(=O)CCSc2nnc3ccccn23)cc(C(C)(C)C)c1	0.3	88*	.	-17	-5	2	-10	0.6	6
COc1cccc(-c2cnc(OC(C)(C)C)nc2OC(C)(C)C)c1	0.4	92*	5	-1	62*	.	-14	0.2	8
N/C(=N\OC(=O)N1CCOCC1)c1ccccc1	-0.9	10	22	14	-5	6	5	0.3	4
COc1cccc(CNC(=O)c2nnn(-c3ccc(OC(F)(F)F)cc3)c2N)c1	0.2	41	4	6	1	6	1	0.4	4
COC(=O)C(C(=O)NCC1CCCO1)C1CCCCCC1 (configuration not stated)	-1.3	12	19	-10	0	8	-8[fluorescence artefact?]	0.4	4
COc1ccccc1OCC(=O)NCCSCc1cccc(Cl)c1	-2.5	19	4	-47	-8	4	-12	0.0	6
CCOC(=O)C1(C(=O)O)NC(=O)CC1c1ccccc1 (configuration not stated)	-0.7	16	23	0	14	1	12	0.5	1
Cc1ccc2cc(CN(Cc3cccs3)C(=O)c3ccco3)c3nnnn3c2c1C	-0.6	6	6	0	47	12	13[fluorescence artefact?]	-0.4	1
Cc1ccc(NC(=O)c2cc(N3C(=O)C4CCCCC4C3=O)ccc2N2CCOCC2)cc1 (configuration not stated)	-0.4	-1	10	8	-3	7	-7	0.7	5
COc1ccc(N2CCN(C(=S)NCCc3ccccc3)CC2)cc1	1.8	.	.	26	.	16	.	0.7	-2
O=C(Cc1cn2ccsc2n1)OCc1nc2ccccc2s1	0.8	2	7	-7	-56	15	-14[fluorescence artefact?]	0.7	-5
COc1ccc(-c2cccc(C3CC=CC4C3C(=O)N(Cc3ccccc3)C4c3ccc(C(F)(F)F)cc3)c2)cc1 (configuration not stated)	.	5	10	.	8	12	0	.	.
CCCCOP(=O)(OCCCC)C1(NS(=O)(=O)c2ccccc2)C=CC(=O)c2ccccc21 (configuration not stated)	-0.9	96*	-3	35	5	14	5	-0.5	3
COc1ccc(N(CCCN2C(=O)c3cccc4cccc(c34)C2=O)C(=O)c2cccnc2)cc1	0.9	-5	30	19	-29	6	-6	-0.4	-2
Cc1nnc(SCCn2c(N3CCCC(C)C3)nc3c2c(=O)[nH]c(=O)n3C)s1 (configuration not stated)	1.6	18	6	3	22	4	2[fluorescence artefact?]	-0.6	0
CCOc1ccc(OCC)c(NC(=O)CN2CCN(c3cccc(C)c3C)CC2)c1	0.5	5	-8	-16	59&52	-2&9	20	0.5	7
CN(C)S(=O)(=O)c1c(Cl)cccc1Cl	-0.6	9	0	16	-6	1	81*	0.6	-1
COC(=O)CCCCCN1C(=O)NC(c2ccc(-c3ccccc3)cc2)C(C(=O)OCc2ccccc2)=C1C (configuration not stated)	3.4	2	17	-26	27	11	2	0.8	4
Cc1csc(NC(=O)CN2C(=O)c3ccccc3C2=O)c1C(N)=O	1.4	15	10	9	-5	8	-2	0.2	.
Nc1o[nH]c(=O)c1Cc1ccccc1	1.5	0	16	2	10	6	-3	1.7	.
CNCCCOc1cc(C)cc(C)c1C	0.9	-15	18	-11	-5	8	26	1.2	7
COCCNc1nnc(SCC(=O)NNC(=O)c2ccccc2)s1	-0.6	-13	4	12	2	2	2	-0.1	3
O=C(NC1CCCCC1)c1cnn2c(C(F)(F)F)cc(-c3ccco3)nc12	-0.8	39	13	-25	19	6	-5[fluorescence artefact?]	-0.7	13
CCOC(=O)n1c(=O)n(Cc2ccc(F)cc2)c2ccccc21	-3.2	24	4	9	41	5	3	-0.9	3
Cc1cc(N2CCN(S(=O)(=O)c3ccc(Br)cc3)CC2)n2ncnc2n1	-0.5	-22	.	-6	-26	3	-7	0.7	-2
Cc1ccc(-n2c(=O)[nH]c3c(C(N)=O)nc(-c4ccc(C)o4)nc32)cc1	-0.6	107*	-2	9	30	.	31	0.4	0
CCOc1ccc(NC(=O)N2CCCC2C(=O)NCC2CCCO2)cc1 (configuration not stated)	0.3	56	6	16	18	7	-12	0.6	-1

Bioassay records from PubChem BioAssay.
